Screening data: PubChem BioAssay, National Center for Advancing Translational Sciences (NCATS)
FH mod: Identification of activators of human fumarate hydratase by quantitative high-throughput screening; Fumarate hydratase, mitochondrial (Homo sapiens), P07954; FH coupled MDH/diaphorase resazurin fluorescence, 15 min; Potency, µM (titrated, usually from 79.9 µM), inactives show at the highest dose activity change, negative = inhibition, most hits filed as inhibitors; 54,000 compounds, 0.22% hits; also: potency is read from the fitted curve at half-maximal effect; % is scaled to controls: 0 for no effect and ±100 for the full control effect; the screen sought activators but most active calls are inhibition curves; nearly all actives have a fitted effect of over 45% in size
p53null 39C kill: kills p53 null cells at the nonpermissive temperature; H1299 p53-null (neo) cells, 39C, ATPlite viability, 24 h; AID 904; 55,000 compounds, 0.97% hits; Potency, µM (titrated, usually from 46.1 µM), without a hit: at the top dose activity, negative = cell killing, hits mostly cytotoxic;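 also: potency is read from the fitted curve at half-maximal effect; 0% = DMSO only and -100% = full killing by 100 µM tamoxifen; nearly all actives have a fitted effect of over 50% in size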
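Temperature-shift cytotoxicity format: compound titrations on p53-null or A138V-expressing H1299 cells held 24 hr at 39C, cell ATP then measured, AC50 from Hill model.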
p53null 32C tox: kills p53 null cells at the permissive temperature; H1299-neo p53 null cells, ATP luminescence, 24 h, 32C; Potency, µM (doses to about 46.1 µM), without a hit: at the top dose activity change, negative = cytotoxicity, hits mostly cytotoxic; 55,000 compounds, 0.62% hits; AID 903;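 also: potency is read from the fitted curve at half-maximal effect; 0% = DMSO only and -100% = full killing by 100 µM tamoxifen; nearly all actives have a fitted effect of over 55% in size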
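We seeded p53-null H1299-neo cells, incubated them overnight at 37C, and added compounds across a range up to 46 uM. After 24 hours at 32C, ATP reagent was applied for 20 min at room temperature and luminescence recorded.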
PTAP-TSG101 blk: blocks PTAP binding to human TSG101, validation | Q99816 | Fluorescence polarization, FITC-PTAP peptide/Tsg101, 20 min | Potency, µM (titrated, usually from 115 µM), for inactives: top-dose activity change, negative = inhibition, actives largely listed as inhibitors | 44,000 tested, under 10 active; also: potency is read from the fitted curve at half-maximal effect; 0% is about no effect
Target sequence (Q99816 whole entry, looked up): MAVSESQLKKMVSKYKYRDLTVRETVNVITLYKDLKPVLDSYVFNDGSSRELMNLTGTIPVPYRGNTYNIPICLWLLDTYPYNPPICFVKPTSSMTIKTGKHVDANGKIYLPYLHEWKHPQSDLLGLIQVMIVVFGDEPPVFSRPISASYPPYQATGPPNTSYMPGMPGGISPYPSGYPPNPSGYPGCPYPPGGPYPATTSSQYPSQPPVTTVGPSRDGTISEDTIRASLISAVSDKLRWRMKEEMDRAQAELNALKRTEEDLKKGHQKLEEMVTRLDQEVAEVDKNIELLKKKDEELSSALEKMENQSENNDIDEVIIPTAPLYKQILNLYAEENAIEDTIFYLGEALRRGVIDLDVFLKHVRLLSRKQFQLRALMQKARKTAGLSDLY
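Fluorescence polarization binding of Tsg101 binding domain (10 uM final) to FITC-labeled PTAP-motif peptide (50 nM final) in HEPES pH 7.5/NaCl/Tween 20/EDTA/TCEP buffer; 20 min at r.t. Actives by curve class, <25 µM, efficacy <60% inhibition.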
NTMT1 inhibitor: inhibitors of human N-terminal methyltransferase NTMT1. Q9BV86. NTMT1 MTase-Glo SAH luminescence, purified enzyme. Potency, µM (doses to about 114 µM), for the others: at the top dose activity change, negative = inhibition, usual class: inhibitors. 59,000 compounds, 2.5% hits;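 also: potency is read from the fitted curve at half-maximal effect; plate controls were DMSO vehicle for no effect and no enzyme for full effect; nearly all actives have a fitted effect of over 65% in size; many of its hits are not listed in these tables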
Target sequence (Q9BV86 whole entry, looked up): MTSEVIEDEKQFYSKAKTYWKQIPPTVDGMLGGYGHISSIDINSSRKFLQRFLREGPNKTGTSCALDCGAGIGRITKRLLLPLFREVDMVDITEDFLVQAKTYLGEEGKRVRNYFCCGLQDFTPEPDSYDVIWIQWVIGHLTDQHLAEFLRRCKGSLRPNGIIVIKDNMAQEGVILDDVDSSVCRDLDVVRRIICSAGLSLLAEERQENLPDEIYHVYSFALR
B2AR arrestin ag: ADRB2 beta-arrestin recruitment; Potency, µM (series often up to 46.1 µM), for the others: at the top dose activation, actives largely listed as activators; 44,000 tested, under 10 active; HTLA Tango cells, beta-arrestin recruitment, luciferase luminescence, 18 h; P07550;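 also: potency is read from the fitted curve at half-maximal effect; 0% = DMSO and full agonism = EC100 isoproterenol or metaproterenol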
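Tango cell line, 1% FBS DMEM; cpd titration up to 46 microM; 18 hr, 37 degrees C, 5% CO2. Luciferin/ATP substrate mix added, 15 min RT, luminescence. %Activity, CRC fitting, curve-class categorization.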
GALK inh: inhibits human galactokinase. P51570. recombinant GALK, Kinase-Glo ATP luminescence, 1 h. Potency, µM (top dose mostly 57.5 µM), for the others: at the highest dose activity, negative = inhibition, hits mostly inhibitors. 44,000 tested, under 10 active;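 also: plate controls were full GALK reaction for no effect and reaction lacking GALK for full effect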
Target sequence (P51570 whole entry, looked up): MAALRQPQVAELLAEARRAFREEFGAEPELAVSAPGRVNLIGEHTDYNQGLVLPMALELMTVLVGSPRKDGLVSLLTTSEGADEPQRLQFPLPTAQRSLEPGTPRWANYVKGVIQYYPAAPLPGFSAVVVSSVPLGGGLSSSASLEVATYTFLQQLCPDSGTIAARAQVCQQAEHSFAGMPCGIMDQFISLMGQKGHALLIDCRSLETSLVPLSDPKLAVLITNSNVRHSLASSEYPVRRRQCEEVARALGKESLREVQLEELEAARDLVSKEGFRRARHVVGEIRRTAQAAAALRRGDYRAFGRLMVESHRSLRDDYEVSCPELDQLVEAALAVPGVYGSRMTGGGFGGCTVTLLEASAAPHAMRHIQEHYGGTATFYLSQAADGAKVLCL
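Human GALK (5 nM) was incubated with 35 uM ATP and 100 uM galactose in 20 mM HEPES pH 8.0 with MgCl2, NaCl, DTT and BSA for 1 h at room temperature. Remaining ATP was measured by Kinase-Glo Plus luminescence.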
The depositor's hits bear a star; & = joins results of further samples; [ ] = another dose, or the depositor's remark. Calls follow the shape of the dose curve; as a rule, active = well fitted curve in the direction sought with a large enough effect; inconclusive = small, poorly fitted or top-dose-only effect, or another doubt; inactive = no such curve, though single readings can be large; an effect the other way counts as inactive or inconclusive. These rows are one share of the data (hit frequency here may not be typical).

Results for CC(C)c1ccc(NC(=O)c2ccc(F)c(S(=O)(=O)N3CCc4ccccc4C3)c2)cc1 ?
FH mod: -18%; p53null 39C kill: -21%; p53null 32C tox: -10%; PTAP-TSG101 blk: 1%; NTMT1 inhibitor: 5%; B2AR arrestin ag: 1%; GALK inh: 2%

What do the screens show for `COc1cccc(NC(=O)C2CCN(c3ccc(Sc4ccc(C)cc4)nn3)CC2)c1`?
FH mod: -11%; p53null 39C kill: 6%; p53null 32C tox: 3%; PTAP-TSG101 blk: -6%; NTMT1 inhibitor: 2%; B2AR arrestin ag: -1%; GALK inh: -1%

How did CCCCN(C)CCNC(=O)C1CCN(c2nc3ccc(CC)cc3s2)CC1 do in these assays?
FH mod: 0%; p53null 39C kill: 3.2µM*; p53null 32C tox: inconclusive; PTAP-TSG101 blk: 1%; NTMT1 inhibitor: -24%; B2AR arrestin ag: 1%; GALK inh: 1%

How did CCOC(=O)c1c(C)[nH]c(C)c1S(=O)(=O)N1CCCC(C(=O)Nc2ccccc2OCC)C1 (configuration not stated) do in these assays?
FH mod: 19%; p53null 39C kill: 0%; p53null 32C tox: 6%; PTAP-TSG101 blk: -1%; NTMT1 inhibitor: 1%; B2AR arrestin ag: 0%; GALK inh: -3%

Results for COc1cccc(-c2nnc(-c3ccccc3NC(=O)c3cccc(C(F)(F)F)c3)o2)c1 ?
FH mod: 1%; p53null 39C kill: 4%; p53null 32C tox: -16%; PTAP-TSG101 blk: 0%; NTMT1 inhibitor: 0%; B2AR arrestin ag: 1%; GALK inh: -2%

What do the screens show for `Cn1c(=O)oc2cc(S(=O)(=O)Nc3ccc(O)cc3)ccc21`?
FH mod: -4%; p53null 39C kill: 5%; p53null 32C tox: 1%; PTAP-TSG101 blk: 0%; NTMT1 inhibitor: -5%; B2AR arrestin ag: -1%; GALK inh: -1%

What do the screens show for `Cc1ccc(-n2ncc(C(=O)NCc3ccc4c(c3)OCO4)c2C2CCN(C(=O)OC(C)(C)C)CC2)c(C)c1`?
FH mod: -29%; p53null 39C kill: 20%; p53null 32C tox: 18%; PTAP-TSG101 blk: -7%; NTMT1 inhibitor: -1%; B2AR arrestin ag: 0%; GALK inh: -1%

Results for CCN(c1ccc(OC)cc1)S(=O)(=O)c1nnc(NC(=O)COc2ccc(F)cc2)s1 ?
FH mod: -9%; p53null 39C kill: 11%; p53null 32C tox: 10%; PTAP-TSG101 blk: -1%; NTMT1 inhibitor: 7%; B2AR arrestin ag: 0%; GALK inh: -2%

How did CCOC(=O)c1ccccc1NC(=O)CSc1cn(CC(=O)N2CCOCC2)c2ccccc12 do in these assays?
FH mod: -6%; p53null 39C kill: 3%; p53null 32C tox: -7%; PTAP-TSG101 blk: 3%; NTMT1 inhibitor: 3%; B2AR arrestin ag: 0%; GALK inh: 0%

Results for CCc1nc2nc(C)cc(Nc3cc(C)ccc3C)n2n1 ?
FH mod: -6%; p53null 39C kill: -18%; p53null 32C tox: 2%; PTAP-TSG101 blk: -7%; NTMT1 inhibitor: 6%; B2AR arrestin ag: 1%; GALK inh: -7%

What do the screens show for `Cc1ccc(CN2C(=O)C(O)(c3c[nH]c4ccccc34)c3cc(Cl)ccc32)cc1` (configuration not stated)?
FH mod: inconclusive; p53null 39C kill: 34%[activator]; p53null 32C tox: inconclusive; PTAP-TSG101 blk: -15%; NTMT1 inhibitor: 1%; B2AR arrestin ag: 0%; GALK inh: -5%

How did COc1ccc2[nH]cc(CCN=C(NC(=O)c3ccccc3C)Nc3nc(C)cc(C)n3)c2c1 do in these assays?
FH mod: inconclusive; p53null 39C kill: 4%; p53null 32C tox: 7%[9.22 µM]; PTAP-TSG101 blk: -1%; NTMT1 inhibitor: 20%; B2AR arrestin ag: -2%; GALK inh: 8%

How did CCOC(=O)CCN(Cc1ccccc1)S(=O)(=O)c1csc(C(N)=O)c1 do in these assays?
FH mod: -5%; p53null 39C kill: -2%; p53null 32C tox: 3%; PTAP-TSG101 blk: -3%; NTMT1 inhibitor: 9%; B2AR arrestin ag: -1%; GALK inh: 0%

How did Cc1oc(-c2ccccc2F)nc1CN1CCC(C(=O)NCCc2ccccc2)CC1 do in these assays?
FH mod: -2%; p53null 39C kill: -7%; p53null 32C tox: 3%; PTAP-TSG101 blk: 0%; NTMT1 inhibitor: 0%; B2AR arrestin ag: -2%; GALK inh: -15%

How did COC(=O)c1cc(NC(=O)C2CCCN(S(=O)(=O)c3c(C)n[nH]c3C)C2)cc(C(=O)OC)c1 (configuration not stated) do in these assays?
FH mod: 1%; p53null 39C kill: -10%; p53null 32C tox: 0%; PTAP-TSG101 blk: -1%; NTMT1 inhibitor: 14%; B2AR arrestin ag: 0%; GALK inh: 0%

Reprinted from the part before: 3 compounds, followed by the next part.
How did CCOC(=O)CCN(Cc1ccccc1)S(=O)(=O)c1csc(C(N)=O)c1 do in these assays?
FH mod: -5%; p53null 39C kill: -2%; p53null 32C tox: 3%; PTAP-TSG101 blk: -3%; NTMT1 inhibitor: 9%; B2AR arrestin ag: -1%; GALK inh: 0%

How did Cc1oc(-c2ccccc2F)nc1CN1CCC(C(=O)NCCc2ccccc2)CC1 do in these assays?
FH mod: -2%; p53null 39C kill: -7%; p53null 32C tox: 3%; PTAP-TSG101 blk: 0%; NTMT1 inhibitor: 0%; B2AR arrestin ag: -2%; GALK inh: -15%

How did COC(=O)c1cc(NC(=O)C2CCCN(S(=O)(=O)c3c(C)n[nH]c3C)C2)cc(C(=O)OC)c1 (configuration not stated) do in these assays?
FH mod: 1%; p53null 39C kill: -10%; p53null 32C tox: 0%; PTAP-TSG101 blk: -1%; NTMT1 inhibitor: 14%; B2AR arrestin ag: 0%; GALK inh: 0%

How did CCOc1ccc(S(=O)(=O)N(CC(=O)Nc2ccc3c(c2)OCO3)c2ccc(C)cc2)cc1 do in these assays?
FH mod: -27%; p53null 39C kill: 8%; p53null 32C tox: -1%; PTAP-TSG101 blk: -1%; NTMT1 inhibitor: 7%; B2AR arrestin ag: 0%; GALK inh: 1%

What do the screens show for `Fc1ccccc1Oc1ncnc2c1oc1ccccc12`?
FH mod: -11%; p53null 39C kill: -1%; p53null 32C tox: 1%; PTAP-TSG101 blk: -4%; NTMT1 inhibitor: -3%; B2AR arrestin ag: -2%; GALK inh: -3%

How did Cc1cccc(N(CC(=O)NCCSCc2ccc(Cl)cc2)S(C)(=O)=O)c1C do in these assays?
FH mod: -17%; p53null 39C kill: 17%; p53null 32C tox: 25%; PTAP-TSG101 blk: -1%; NTMT1 inhibitor: inconclusive; B2AR arrestin ag: -2%; GALK inh: 3%

What do the screens show for `CCCN1C(=O)C(NC(=O)c2ccccc2OC)(C(F)(F)F)C(C(=O)OC)=C1C` (configuration not stated)?
FH mod: -4%; PTAP-TSG101 blk: -13%; NTMT1 inhibitor: 20%; B2AR arrestin ag: 1%; GALK inh: 9%

What do the screens show for `NS(=O)(=O)c1ccc2nc(NC(=O)COc3ccc(Cl)cc3Cl)sc2c1`?
FH mod: -6%; p53null 39C kill: -12%; p53null 32C tox: -1%; PTAP-TSG101 blk: -2%; NTMT1 inhibitor: 12%; B2AR arrestin ag: 1%; GALK inh: inconclusive

How did Cc1ccc(CCNC(=O)NCc2noc3ccccc23)cc1 do in these assays?
FH mod: inconclusive; p53null 39C kill: 1%; p53null 32C tox: -4%; PTAP-TSG101 blk: -1%; NTMT1 inhibitor: 2%; B2AR arrestin ag: 1%; GALK inh: 3%

What do the screens show for `Cc1ccc(-n2nc(C(=O)N(C)Cc3ccccc3)c3c4ccccc4n(C)c3c2=O)cc1`?
FH mod: -12%; p53null 39C kill: 10%; p53null 32C tox: 14%; PTAP-TSG101 blk: 1%; NTMT1 inhibitor: 10%; B2AR arrestin ag: -2%; GALK inh: -1%

How did Cc1cccc(Cn2c(SCc3ccc(C(=O)NC4CCCCC4)cc3)nc3cccnc32)c1 do in these assays?
FH mod: inconclusive; p53null 39C kill: -8%; p53null 32C tox: 10%; PTAP-TSG101 blk: -5%; NTMT1 inhibitor: 0%; B2AR arrestin ag: 1%; GALK inh: -7%

What do the screens show for `COc1cccc(CNC(=O)C2Cc3cc(S(=O)(=O)N4CCCCCC4)ccc3N2C(C)=O)c1` (configuration not stated)?
FH mod: -12%; p53null 39C kill: -10%; p53null 32C tox: 1%; PTAP-TSG101 blk: 3%; NTMT1 inhibitor: 10%; B2AR arrestin ag: -1%; GALK inh: 4%

How did COc1ccccc1CNC(=O)CCc1c(C)nn(-c2ccc(N3CCCCC3)nn2)c1C do in these assays?
p53null 39C kill: -19%; p53null 32C tox: -4%; PTAP-TSG101 blk: -4%; B2AR arrestin ag: 5%; GALK inh: 2%

What do the screens show for `O=C(Nc1sc2c(c1C(=O)N1CCCCC1)CCCC2)c1ccccc1Cl`?
FH mod: -12%; p53null 39C kill: 28%; p53null 32C tox: 1%; PTAP-TSG101 blk: 0%; NTMT1 inhibitor: -11%; B2AR arrestin ag: 1%; GALK inh: 0%

What do the screens show for `c1coc(-c2nc3ccccn3c2Nc2ccc3c(c2)OCCO3)c1`?
FH mod: -13%; p53null 39C kill: 2%; p53null 32C tox: 6%; PTAP-TSG101 blk: -4%; NTMT1 inhibitor: inconclusive; B2AR arrestin ag: 0%; GALK inh: 0%

How did O=C(CSc1ncc(S(=O)(=O)c2ccc(Br)cc2)c(=O)[nH]1)NCc1ccccc1Cl do in these assays?
FH mod: -14%; p53null 39C kill: -11%; p53null 32C tox: 4%; PTAP-TSG101 blk: -2%; NTMT1 inhibitor: -4%; B2AR arrestin ag: 0%; GALK inh: -6%

How did CCOC(=O)C(C)Sc1nc(-c2ccccc2Cl)cc(-c2ccccc2)c1C#N (configuration not stated) do in these assays?
FH mod: -8%; p53null 39C kill: 4%; p53null 32C tox: 10%; PTAP-TSG101 blk: -2%; NTMT1 inhibitor: 12%; B2AR arrestin ag: 1%; GALK inh: 10%

How did Cc1ccc(OCCn2c(CCNC(=O)C3CCCCC3)nc3ccccc32)cc1 do in these assays?
p53null 39C kill: -13%; p53null 32C tox: -5%; PTAP-TSG101 blk: 1%; NTMT1 inhibitor: -3%&8%; B2AR arrestin ag: -3%; GALK inh: -3%

What do the screens show for `COc1ccccc1N1CCN(C(=O)c2c3c(nc4ccccc24)C(=O)N(C2CCCCC2)C3)CC1`?
FH mod: -11%; p53null 39C kill: -3%; p53null 32C tox: 7%; PTAP-TSG101 blk: 0%; NTMT1 inhibitor: -3%; B2AR arrestin ag: 0%; GALK inh: 1%
